# RSV antiviral HEp-2: RSV antiviral activity via CPE protection, HEp-2 cells, primary 10 µM value included (AID 2391). CPE inhibition, % at 10 µM; hits with a dose series show IC50 in µM. hit rate 0.13% among 310,000. HEp-2 cells, RSV-induced CPE inhibition; higher % means a stronger effect; in the data active = a potency from the dose series; inconclusive = CPE inhibition mostly from about 23% at the one dose, without a potency; inactive = the rest, 99 in 100 with CPE inhibition below about 21%; also: strong numbers were not always called active
# ER stress rescue: rescue of cells from ER stress-induced death, primary screen, 384-well, CSM14.1, thapsigargin, ATP luminescence (AID 1222); CSM14.1 thapsigargin-induced death rescue, ATP luminescence; higher % means a stronger effect; one-dose cellular ATP content (survival), % at 20 µM; EC50 in µM for titrated hits; 190,000 tested, under 10 active;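 active = EC50 below 50 µM in the dose-response confirmation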;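 also: death triggered by thapsigargin at about 15 µM added after 2 h compound pretreatment; cell ATP read after overnight thapsigargin exposure of roughly 18 to 22 hours; normalized against plate controls of thapsigargin alone and 5% DMSO vehicle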
# MgcRacGAP inhibition: MgcRacGAP GTPase-activating activity inhibitors, confirmation, biochemical, ADP Hunter fluorescence. hit rate 0.6% among 340,000. AID 624330. MgcRacGAP-stimulated Rac1 GTP hydrolysis, ADP Hunter fluorescence; higher % means a stronger effect; GST-tagged Rac1 F28L mutant substrate. one-dose inhibition, % at 30 µM; IC50 in µM for titrated hits;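 active = first-screen hits whose inhibition reached a set limit at any dose in the follow-up dose series; inconclusive = inhibition above the set first-screen limit but never retested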;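 also: fluorescence reports GDP produced by GAP-driven GTP hydrolysis; strong numbers were not always called active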
# GPR35 antagonists: GPR35 antagonists blocking zaprinast-driven arrestin recruitment, primary screen, imaging, U2OS, beta-arrestin-GFP, zaprinast agonist (AID 2058). U2OS GPR35 beta-arrestin-GFP translocation imaging, zaprinast antagonism; higher % means a stronger effect. inhibition, % at 10 µM, or IC50 in µM where a hit was titrated. hit rate 0.052% among 290,000;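 active = inhibition of at least 50% with at least 30 cells and total cytoplasm GFP at most 10,000,000; inconclusive = under 30 cells or total GFP of 10,000,000 plus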
# West Nile virus CPE: inhibition of WNV-induced cytopathic effect – cell-based, CPE readout (AID 1621); West Nile virus-infected cells, CPE inhibition; higher % means a stronger effect; CPE inhibition, % at 10 µM, or IC50 in µM where a hit was titrated; hit rate 0.02% among 290,000; in the data active = a potency from the dose series; inconclusive = CPE inhibition mostly from about 3.7% at the one dose, without a potency; inactive = the rest, 99 in 100 with CPE inhibition below about 2.2%; also: strong numbers were not always called active
# LYP phosphatase: inhibitors of LYP phosphatase, biochemical, fluorescence intensity, uHTS (AID 1779). recombinant LYP phosphatase, fluorescence intensity; higher % means a stronger effect. inhibition, % at 11.5 µM, or IC50 in µM where a hit was titrated. hit rate 0.054% among 290,000; in the data active = inhibition above about 50%;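 also: plate controls were vehicle with enzyme for no effect and no enzyme for full effect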
# Salmonella PhoP GFP: PhoP-dependent GFP reporter repression – Salmonella Typhimurium, primary screen (AID 1863); S. Typhimurium PhoP-regulated promoter GFP reporter, 4 h; higher % means a stronger effect; inhibition, % at 50 µM; hits with a dose series show IC50 in µM; hit rate 0.16% among 300,000;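 active = inhibition over 29.93%, a cutoff 3 SD above the screen mean, later confirmed by dose response; inconclusive = inhibition over 29.93% but no dose response follow-up; inactive = inhibition at most 29.93% or unconfirmed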;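 also: 0% = low Mg2+ inducing control and 100% = high Mg2+ repressing control; strong numbers were not always called active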
# Dengue-2 NS5 capping: Dengue-2 NS5 methyltransferase inhibitors, primary screen, biochemical, confirmation dose response (AID 588689). one-dose inhibition, % at 25 µM; IC50 in µM for titrated hits. hit rate 0.3% among 340,000. Dengue-2 NS5 methyltransferase capping enzyme assay, biochemical; higher % means a stronger effect; in the data active = a potency from the dose series; inconclusive = inhibition above about 29% without an active follow-up result
# Large T inhibition: TAg ATPase/helicase activity blockers – biochemical (AID 1903); SV40 large T antigen ATPase/helicase inhibition assay; higher % means a stronger effect; inhibition, % at 20 µM, or IC50 in µM where a hit was titrated; hit rate 0.39% among 310,000; in the data active = a potency from the dose series; inconclusive = inhibition mostly from about 32% at the one dose, without a potency; inactive = the rest, 99 in 100 with inhibition below about 32%; also: strong numbers were not always called active
# Dengue-2 NS5 capping pilot replicate: further read-out of Dengue-2 NS5 capping, marked with its call; inhibition, %; measured here: pilot screen replicate inhibition
# * hit, by the source's call; ? = inconclusive; / = not tested or not shown; & = joins results of further samples.
# The first 2 compounds, to show the layout:
SMILES,RSV antiviral HEp-2,ER stress rescue,MgcRacGAP inhibition,GPR35 antagonists,West Nile virus CPE,LYP phosphatase,Salmonella PhoP GFP,Dengue-2 NS5 capping,Large T inhibition,others
Cc1ccc(NC(=O)CN(C)CCOc2ccccc2)c([N+](=O)[O-])c1,12%,/,5%,24%,-1.0%,-2%,3%,-4%,8%,
CCOC(=O)N1CCN(c2ncnc3c2oc2nc(C(C)C)c4c(c23)CCC4)CC1,2.4%,-2.8%,16%,8%,-0.2%,-8%,8%,-1%,2%,Dengue-2 NS5 capping pilot replicate=1.2

# Results, from the start:
SMILES,RSV antiviral HEp-2,ER stress rescue,MgcRacGAP inhibition,GPR35 antagonists,West Nile virus CPE,LYP phosphatase,Salmonella PhoP GFP,Dengue-2 NS5 capping,Large T inhibition,others
Cc1ccc(NC(=O)CN(C)CCOc2ccccc2)c([N+](=O)[O-])c1,12%,/,5%,24%,-1.0%,-2%,3%,-4%,8%,
CCOC(=O)N1CCN(c2ncnc3c2oc2nc(C(C)C)c4c(c23)CCC4)CC1,2.4%,-2.8%,16%,8%,-0.2%,-8%,8%,-1%,2%,Dengue-2 NS5 capping pilot replicate=1.2
COC(=O)c1nc(N)sc1C,1.8%,2.5%,5%,2%,-0.2%,-5%,6%,1%,5%,
CC(C)NC(=O)c1ccc(OC2CSC2)cc1,1.2%,1.5%,8%,8%,-0.8%,-4%,-3%,-10%,4%,
C=Cn1cc[n+](CC(=O)c2ccc(Cl)c(Cl)c2)c1,-0.1%,/,2%,1%,-0.8%,-10%,-2%,-1%,15%,
CCN1CCN(C(=O)Cn2c(=O)sc3ccccc32)CC1,1.2%,-0.8%,9%,18%,1.7%,-7%,10%,-7%,0%,
c1ccc(-c2nnc(SCCC3OCCCO3)o2)cc1,0.4%,-5.0%,8%,-15%,/,-1%,31%,-9%,1%,
C=CCn1c(CSCc2ccc(C)cc2)nnc1SCC(=O)NCc1ccccc1,1.4%,0.5%,6%,-1%,-0.1%,-2%,1%,-7%,-3%,
COC(=O)c1cc(COc2ccc3c4c(c(=O)oc3c2)CCC4)c(C)o1,1.8%,-0.9%,/,20%,/,-2%,-3%,/,6%,
COc1ccc(-c2c(-c3ccsc3)oc3ccc(N4CCOCC4)cc23)cc1,3.5%,/,3%,/,0.3%,/,5%,-4%,7%,
CCN1CCN(C2=CC3=CC(=C(C#N)C#N)CCC3CC2)CC1 (stereo not drawn),/,-0.6%,8%,1.7µM*,0.9%,2%,-117%,?,3%,
Cc1nn(C)c(C(=O)NNC(=O)Nc2cccc(C(F)(F)F)c2)c1Cl,3.6%,-2.0%,-8%,-1%,-1.6%,-2%,-13%,-8%,2%,
CC1(OC(=O)C2CCCC2)C(=O)C=C2C=C(c3ccsc3)N(C(CO)CO)C=C2C1=O (stereo not drawn),-1.0%,/,6%,4%,-0.5%,-9%,-7%,24%,1%,
Cc1cc(C(=O)C(=O)O)c(C)n1-c1ccc(Cl)cc1,1.3%,-1.2%,5%,-10%,0.6%,-7%,-1%,3%,6%,
CCCCc1nnc(NC(=O)c2cccc(S(=O)(=O)N3CCN(C)CC3)c2)s1,-0.3%,/,0%,8%,-0.5%,-7%,2%,-6%,4%,
O=C(Nc1ccccc1Cl)C1CCCN(S(=O)(=O)c2ccc(-n3cnnn3)cc2)C1 (stereo not drawn),1.4%,/,2%,-2%,-0.3%,-5%,-6%,-6%,2%,
O=C(CN(Cc1ccccc1Cl)C(=O)c1csnn1)NCc1ccccc1,0.0%,/,10%,6%,-0.2%,-10%,7%,-3%,8%,
Cc1nnc2sc(-c3cccc(F)c3)nn2c1=O,0.3%,/,6%,9%,-0.7%,-6%,11%,-4%,4%,
CCOc1cccc(C(=O)NCc2ccccc2)c1,0.4%,1.5%,10%,-11%,0.3%,-11%,-8%,-3%,10%,
COc1ccc(S(=O)(=O)N(CC(=O)NCc2ccco2)c2ccccc2)cc1OC,2.1%,-0.2%,-2%,-4%,-0.7%,-2%,4%,0%,9%,
Cc1cc(C(=O)Nc2ccc(N3CCOCC3)c(Cl)c2)c(C)o1,/,/,11%,-1%,0.5%,-5%,-6%,2%,21%,
Cc1onc(-c2c(F)cccc2Cl)c1C(=O)N1CCCCC1,0.2%,/,9%,11%,-0.9%,-12%,-2%,-3%,24%,
Oc1ccccc1C1=NCCNC(C(F)(F)F)=C1,3.3%,-0.2%,3%,-4%,0.5%,0%,-3%,-3%,5%,
CCOC(=O)c1c(C)[nH]c(C(=O)OCc2c(C)noc2C)c1C,13%,1.4%,6%,0%,-0.3%,-11%,-6%,-9%,3%,
C=CCn1c(SCC(N)=O)nc2scc(-c3ccc(C)o3)c2c1=O,-1.0%,-2.0%,7%,1%,-1.1%,-4%,-11%,-9%,7%,
CC(NS(=O)(=O)c1ccc(Br)cc1)c1ccccc1 (stereo not drawn),0.2%,/,-17%,4%,0.2%,-3%,4%,3%,1%,
O=C(O)CCC(NC(=O)c1cncc(O)c1)C(=O)O (stereo not drawn),0.5%,-1.2%,5%,7%,-0.5%,-6%,0%,-2%,18%,
O=C(NC(=S)NCCC1=CCCCC1)c1cncc(Br)c1,1.3%,-0.3%,6%,-10%,-1.1%,6%,-7%,-4%,1%,
COc1cccc(CNC(=O)c2ccc(C)c(NC3=NC4CS(=O)(=O)CC4S3)c2)c1 (stereo not drawn),1.0%,/,7%,0%,0.4%,-7%,/,0%,11%,
CCc1ccc2nc(N(CCN(C)C)C(=O)c3ccc4ccccc4c3)sc2c1,-0.4%,/,8%,8%,0.2%,-8%,4%,3%,17%,
CCNC(=O)Nc1nc2ccccc2s1,?,-11%,8%,-11%,0.1%,4%,2%,3%,8%,
Cn1cc(CN2CCC(CO)CC2)c(-c2ccc(Oc3ccccc3)cc2)n1,-2.7%,-1.1%,7%,-10%,-0.7%,-8%,-4%,-1%,-4%,
Cc1ccc(C(=O)N/N=C/c2ccc(-c3ccc(Br)cc3[N+](=O)[O-])o2)o1,14%,/,11%,-5%,-0.5%,-4%,7%,>100µM*,10%,
CC(C)N(C)CCOC(=O)c1ccccc1Br,0.3%,-7.1%,4%,2%,0.7%,-10%,17%,0%,6%,
C=CCN(N=Nc1cccc([N+](=O)[O-])c1)c1cccc([N+](=O)[O-])c1,4.1%,-3.8%,1%,14%,-0.5%,6%,9%,-7%,1%,
O=C(NCc1ccc2c(c1)OCO2)c1ccc2c(c1)OCO2,1.0%,/,9%,12%,-0.1%,-3%,/,-2%,6%,
CSCCOC(=O)c1[nH]c2c(c1C)C(=O)CC(c1ccco1)C2 (stereo not drawn),3.1%,/,9%,-9%,0.3%,5%,5%,1%,13%,
Cc1c(C(=O)NCCC2=CCCCC2)oc2ccc(S(=O)(=O)N3CCC4(CC3)OCCO4)cc12,15%,1.5%,4%,-16%,0.8%,2%,13%,-7%,12%,
CCOc1ccc(NC(=O)CCC(=O)Nc2cc(OC)c(NC(=O)c3ccco3)cc2OC)cc1,2.2%,/,6%,-8%,1.5%,0%,-6%,7%,11%,
COc1ccc(Cl)cc1NC(=O)C/C(C)=N/NC(=O)c1ccc(O)cc1,1.7%,/,7%,10%,-0.6%,-14%,9%,-4%,5%,
COc1ccc(C(=O)Nc2ccc(OC)c([N+](=O)[O-])c2)cc1Br,3.0%,-0.3%,13%,-22%,-0.3%,-8%,-10%,3%,12%,
Cn1cnnc1SC(C(=O)Nc1ccc(F)cc1)c1ccccc1 (stereo not drawn),2.8%,0.1%,9%,3%,0.0%,-9%,4%,1%,-1%,
CCn1cc(CN2CCC(n3nccc3NC(=O)Cc3ccccc3)CC2)c(C)n1,-0.7%,/,-3%,7%,-0.5%,-12%,1%,-1%,1%,
COc1cc2cc(Oc3ccc4ccc(=O)oc4c3)c(=O)oc2cc1OC1OC(COC(=O)CC(C)(O)CC(=O)O)C(O)C(O)C1O (stereo not drawn),/,-5.7%,5%,-7%,-0.3%,-3%,10%&-3%,-2%,18%&6%,
CC(NC(=O)COC(=O)CCc1nc2ccccc2c(=O)[nH]1)c1ccccc1 (stereo not drawn),0.5%,/,9%,3%,-0.3%,-6%,-5%,-3%,8%,
Cc1ccc(C)c(N2CCN(S(=O)(=O)c3c(C)noc3C)CC2)c1,7.1%,/,7%,3%,0.5%,-9%,6%,-5%,7%,
Cc1cc(C)c(C)c(S(=O)(=O)N2CCC(C(=O)OCC(=O)N3c4ccccc4NC(=O)C3(C)C)CC2)c1C,0.2%,7.6%,2%,-9%,-0.4%,9%,1%,0%,8%,Dengue-2 NS5 capping pilot replicate=2.1
Cc1ccc(N=C(NOCc2ccc(Cl)cc2Cl)c2nonc2N)c(C)c1,15%,2.4%,5%,-14%,1.4%,-4%,-3%,-2%,-8%,
O=C(CSc1nc2ccccc2n1-c1ccccc1)Nc1ncc(Cl)cc1Cl,?,1.3%,2%,5%,/,-2%,6%,-4%,10%,
CCC(=O)Nc1ccc(-c2cc(-c3ccccc3)nc(-c3ccc(NC(=O)CC)cc3)n2)cc1,1.3%,-0.4%,4%,8%,2.4%,-14%,-5%,-2%,-1%,
COc1ccc(C2CC(=O)n3c(nc4ccccc43)S2)cc1OC (stereo not drawn),1.5%,-1.1%,11%,-1%,0.4%,6%,-8%,1%,37%,
Cn1ccnc1SCc1cccc([N+](=O)[O-])c1,0.9%,/,8%,-6%,-0.4%,-9%,1%,1%,6%,
Cc1cc(C)c(C#N)c(SCC(=O)c2ccccc2)n1,-0.5%,-1.0%,9%,2%,-0.3%,-2%,/,-1%,/,
CN1CCN(CC(=O)Nc2c(C#N)cnn2-c2ccccc2)CC1,2.4%,/,/,-9%,0.7%,-2%,6%,/,46%,
Cc1ccc(S(=O)(=O)c2cc(C#N)c(=O)[nH]c2N)cc1,1.4%,-0.4%,5%,-6%,0.1%,3%,-15%,-22%,12%,
CCc1cccc(N(CC(=O)NC2CCCCC2)C(=O)c2csnn2)c1,0.3%,/,4%,2%,-0.8%,-12%,2%,0%,2%,
Cc1ccccc1-n1nc(C)c2c(C(=O)NN)cc(-c3ccncc3)nc21,0.4%,-0.6%,-25%,-9%,1.6%,1%,-7%,-19%,6%,
CCOc1ccc(NC(=O)c2cccc(-n3cnnn3)c2)cc1,-0.6%,-0.9%,0%,-10%,-0.3%,2%,-3%,-8%,8%,Dengue-2 NS5 capping pilot replicate=5.6
O=C(CSc1nn(-c2ccc(Cl)cc2)c(=S)s1)NCC1CCCO1 (stereo not drawn),-1.0%,/,5%,-8%,-1.0%,-7%,-1%,-6%,26%,
O=C(Nc1ccc2c(c1)OCCO2)c1ccc(Br)cc1,-0.3%,/,4%,2%,-1.1%,-5%,5%,-3%,6%,Dengue-2 NS5 capping pilot replicate=0.6
